tim23-1 inh: growth inhibitors of tim23-1 mutant yeast, primary screen, luminescence, uHTS; S. cerevisiae tim23-1 growth, BacTiter-Glo luminescence, 24 h; inhibition, % at 20 µM; actives 1.3% (n = 330,000); AID 463212, 2010;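 active means growth inhibition of the mutant yeast at or above 50%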;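 further: temperature-sensitive mutant grown at 25 °C; plate controls were DMSO-treated mutant yeast for no effect and medium wells lacking yeast for full effect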
tim10-1 inh: growth inhibitors of tim10-1 mutant yeast, primary screen, luminescence, uHTS; actives 2.2% (n = 330,000); S. cerevisiae tim10-1 ts strain growth, BacTiter-Glo, 24 h; inhibition, % at 20 µM;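 active means inhibition of at least 40%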;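 further: mutant grown at 25 °C; 0% = DMSO wells with yeast and 100% = wells holding no yeast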
beta cell repl: inducers of MIN6 beta-cell proliferation, primary screen, ATP luminescence, uHTS; MIN6 cells proliferation, ATPlite luminescence, 48 h; cells starved in 0.2% serum; 100% = growth in 10% serum; proliferation, % at 10 µM; AID 2380, 2010; actives 0.29% (n = 330,000);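 active means compounds whose signal lies at least 3.5 SD above the mean of all wells on their plate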;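 further: 0% = DMSO-treated cells in low-serum medium and 100% = 10% serum control; some compounds called inactive have numbers as strong as hits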
TIM10 inh: growth inhibitors of isogenic TIM10 control yeast, primary screen, counter-screen for tim10-1 yeast inhibitor project, luminescence, uHTS; S. cerevisiae TIM10 strain growth, BacTiter-Glo luminescence, 24 h; inhibition, % at 10 µM; actives 1.4% (n = 330,000); AID 463195, 2010;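 active means inhibition of 40% or more at the single tested concentration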;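 further: wild-type TIM10 isogenic control strain grown at permissive 25 °C; 0% = DMSO yeast wells and 100% = minimal medium wells without yeast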
MPTP inh: mitochondrial permeability transition pore inhibitors, primary screen, biochemical, isolated mouse mitochondria, absorbance; inhibition, % at 10 µM; actives 1.4% (n = 360,000); AID 602449, 2012; Ca2+ swelling absorbance, 30 min;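 active means inhibition of 50% or more, scaled per plate between neutral and stimulator controls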;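 further: 0% = DMSO wells given calcium and 100% = 1 mM EGTA wells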
APJ ag: agonists of human apelin receptor APJ, primary screen, CHO-K1 cells, PathHunter beta-arrestin, luminescence. P35414. AID 2520, 2010. actives 0.11% (n = 330,000). activation, % at 20 µM. 0% DMSO wells, 100% apelin;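 active means activation more than six SD over the plate average, tested at 20 µM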;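 further: 0% = DMSO alone and 100% = apelin-13 at 10 nM; some results filed as inactive read as strong as hits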
Target sequence (P35414 whole entry, looked up): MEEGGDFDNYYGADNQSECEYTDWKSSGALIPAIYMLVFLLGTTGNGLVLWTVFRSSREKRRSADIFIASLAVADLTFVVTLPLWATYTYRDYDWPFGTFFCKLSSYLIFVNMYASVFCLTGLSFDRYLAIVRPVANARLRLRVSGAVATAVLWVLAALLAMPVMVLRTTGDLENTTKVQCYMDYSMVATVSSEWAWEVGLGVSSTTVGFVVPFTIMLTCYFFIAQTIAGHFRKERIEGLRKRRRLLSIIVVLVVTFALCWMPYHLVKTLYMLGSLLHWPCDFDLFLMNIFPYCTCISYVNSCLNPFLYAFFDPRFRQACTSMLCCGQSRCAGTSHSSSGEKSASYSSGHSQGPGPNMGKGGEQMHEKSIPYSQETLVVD
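Assay system: engineered CHO-K1 APJ arrestin reporter cells; Amount: 1000 CHO-K1 reporter cells seeded per well; Dosing: one dose, 20 µM compound, 1% DMSO; Times: compound stimulation 90 min at 25 °C, detection 60 min; Measured by: luminescent beta-gal fragment complementation, chemiluminescent substrate; Read-out: APJ–arrestin association signal; Controls: DMSO vs Apelin-13 10 nM.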
NR3A LBD binder: binders of NR3A ligand-binding domain, primary screen, biophysical, differential scanning fluorimetry, uHTS | Glutamate receptor ionotropic, NMDA 3A (GRIN3A) ligand-binding domain | NR3A LBD differential scanning fluorimetry, Tm shift; 0% = protein alone, 100% = glycine-bound protein | Tm shift relative to glycine control, % at 25 µM | actives 2.5% (n = 340,000);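 active means melting temperature shift of at least 10% of the positive control shift, at one fixed dose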
APJ antag: antagonists of human apelin receptor APJ, primary screen, CHO-K1 cells, beta-arrestin complementation, luminescence; P35414; inhibition, % at 20 µM; actives 0.32% (n = 330,000);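 active means inhibition above about 40% at 20 µM, limit read from the data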;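 further: cells challenged with 10 nM apelin-13 agonist together with compound; plate controls were apelin-13 plus DMSO wells for no effect and DMSO wells lacking apelin-13 for full effect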
NLRP3 yeast inh: NALP3 inflammasome inhibitors in reconstituted yeast, primary screen, luminescence, uHTS; Yeast reconstituted NLRP3/ASC/caspase-1, beta-gal luminescence, 24 h; inhibition, % at 10 µM; actives 0.39% (n = 330,000); AID 2825, 2010;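 active means inhibition of 50% or more; inactive means inhibition below 50%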;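 further: plate controls were induced DMSO wells for no effect and uninduced yeast grown without galactose for full effect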
An asterisk follows results filed as active; / = not tested or not shown.

SMILES	tim23-1 inh	tim10-1 inh	beta cell repl	TIM10 inh	MPTP inh	APJ ag	NR3A LBD binder	APJ antag	NLRP3 yeast inh
CC#CCN1c2ccccc2[C@]23C[C@@H](C(=O)OC)N(C(=O)c4ccco4)C2=NC(C(=O)OC)=C(C(=O)OC)[C@H]13	23	26	-3	18	-1.6	-1	-2	12	-6
OC(CN1CCN(C(c2ccccc2)c2ccccc2)CC1)c1ccc(Br)cc1 (centres undefined)	18	-3	-7	25	0.8	-4	-2	3	34
C=CCn1c(=S)[nH]c2scc(-c3ccc(C)o3)c2c1=O	6	19	-4	15	-0.6	-3	-4	-1	29
COc1ccc(NC(=O)c2ccc(NC3CC(=O)N(c4ccc(C)cc4C)C3=O)cc2)cc1 (centres undefined)	4	-4	-2	-25	1.7	-4	-2	-23	-5
COc1ccc(S(=O)(=O)N2CCN(C)CC2)cc1C	1	6	0	5	-0.3	-4	-3	-47	10
C=CCOn1c(C)c(C(C)=O)c2c3nonc3ccc21	2	6	-4	5	-1.1	-3	-3	31	20
Cc1cc(/C=C2\C(=N)N3N=C(c4ccco4)SC3=NC2=O)c(C)n1Cc1ccccc1	7	12	-3	-11	46	-2	-1	8	20
C=CCn1c(O)c(N=NC(=O)c2cccnc2)c2cc(Br)ccc21	-4	3	5	-2	0.1	-1	-1	-5	10
CCC(C)n1c(-c2cccs2)nc2nc3ccccc3nc21 (centres undefined)	46	28	-3	3	-1.6	0	-2	23	13
O=C1CC(c2ccco2)Cc2nc(N3CCN(Cc4ccc5c(c4)OCO5)CC3)ncc21 (centres undefined)	19	15	1	8	2.6	1	-1	5	14
Cc1ccnc(NC(=O)c2ccccc2[N+](=O)[O-])c1	12	15	0	0	-2.1	-7	-1	6	12
O=C(Cn1cnc2c(cnn2-c2ccc(F)cc2)c1=O)NCCc1ccccc1	-14	-17	2	-2	0.3	-2	1	-9	19
O=C(Cn1ncc2c1-c1ccccc1OC2)Nc1ccc(S(=O)(=O)N2CCCCC2)cc1	21	23	-2	9	-0.3	7	2	10	12
Cc1cccc(CS(=O)(=O)c2ncc(Cl)c(C(=O)Nc3nnc(C(C)C)s3)n2)c1	12	17	-8	10	-0.2	-1	3	5	0
O=C(Cc1ccc(F)cc1)N(c1ccccc1)C1C=CS(=O)(=O)C1 (centres undefined)	16	-10	1	7	-0.4	-3	1	2	-2
COc1cc(C(=O)NCCc2ccc3c(c2)OCCO3)ccc1OCC(=O)N1CCOCC1	2	4	5	2	1.0	-3	-1	-5	-5
O=C(COc1ccccc1)Nc1ccc(S(=O)(=O)N2CCOCC2)cc1	22	24	-4	32	-2.5	-3	-2	22	-10
CN1CC(=O)N(C)c2ncn(Cc3ccccc3)c2C1=O	-2	14	3	-8	2.3	1	0	-16	15
COc1ccc(S(=O)(=O)Nc2cccc3c2O[C@H](CN(C)C(=O)NC2CCCCC2)[C@@H](C)CN([C@H](C)CO)C3=O)cc1	-7	-1	-1	3	-1.3	-3	-2	5	5
O=Cc1cn(-c2ccccc2)nc1-c1cc2c(ccc3ccccc32)oc1=O	12	-10	-7	1	-2.0	-1	6	-2	13
COc1ccc(CCNC(=O)CSc2nnc3ccc(-c4ccncc4)nn23)cc1	-4	13	-3	-8	1.4	0	-1	8	-7
Cc1ccc(C(=O)Nc2cccc(S(=O)(=O)N3CCCCC3)c2)cc1[N+](=O)[O-]	10	12	-6	7	21	-2	1	6	16
Cn1cc(S(=O)(=O)Cc2ccc(F)cc2)c2ccccc21	12	15	3	0	-1.3	-1	-3	9	-14
COc1ccccc1-c1nnc(SCC(=O)Nc2ccc(N3CCOCC3)cc2)n1C	11	7	-3	-5	-1.4	7	-1	-24	11
COc1cc(S(=O)(=O)N2CCOCC2)ccc1N	0	-12	1	-18	-1.7	-1	-3	-5	10
Nc1nonc1-n1nnc(C(=O)N/N=C/c2ccc(OCc3ccccc3F)cc2)c1CN1CCCCC1	-6	10	-4	13	3.0	3	16*	-19	16
COc1ccc(NC(=O)NC(c2ccccc2)c2ccccc2)c(OC)c1	-6	0	-6	9	1.9	15	4	8	-1
CC(C)(C)OC(=O)N1CCC(c2c(C(=O)N3CCN(C4CCCCC4)CC3)cnn2-c2ccccc2)CC1	2	-1	-2	4	-1.5	-4	-1	10	6
CCOC(=O)c1[nH]c(C)c(C(=O)NCc2ccc(Cl)cc2)c1C	-14	13	0	-5	9.8	-4	0	-2	3
C/C(=N\NC(=O)c1nnn(-c2nonc2N)c1CN(C)c1ccccc1)c1ccccc1O	26	62*	-8	25	0.3	1	14*	-14	21
Nc1c(C(O)(C(F)(F)F)C(F)(F)F)cc(C(O)(C(F)(F)F)C(F)(F)F)c2ccccc12	11	32	-4	16	-0.5	50*	8	-9	-56
CC(=O)c1ccc(-n2ccnc2)cc1	12	5	-1	9	0.1	0	1	15	8
CSc1ncccc1C(=O)Nc1nc2ccc(S(C)(=O)=O)cc2s1	20	5	-1	12	-1.0	-3	-13	-5	15
CC(=O)Oc1cc(OC(C)=O)c2c(=O)c(-c3ccc4c(c3)OCCCO4)c(C)oc2c1	32	3	0	17	1.9	-1	-4	17	9
Clc1ccc(-c2nnsc2SCc2ccccc2)cc1	0	3	-3	12	5.9	-2	-1	8	16
Cc1ccc2c(c1)c1c3n2CCN(C(=O)CCl)C3CCC1 (centres undefined)	22	43*	-5	6	0.2	2	2	-2	-6
O=C(CC1Nc2cccc3cccc(c23)NC1=O)Nc1ccc(F)cc1 (centres undefined)	8	-10	-6	-6	0.2	2	-4	-11	16
COc1ccc(NC(=O)CC23CC4CC(CC(Br)(C4)C2)C3)c(OC)c1	8	-7	-4	7	0.5	-1	3	16	16
CCCCN(CCCC)Cc1ccc(C(=O)NNC(=O)Nc2ccc(Cl)cc2)o1	1	1	-3	2	8.3	-3	-3	-29	25
C=CCn1c(NCc2c[nH]c3ccccc23)nc2ccccc21	16	2	8	0	-1.5	-3	-3	-6	5
Cc1csc(NC(=O)c2cc3c(C)nn(Cc4ccccc4Cl)c3s2)n1	10	21	0	-19	-1.8	0	-1	-32	-3
CCOC(=O)/C(N=O)=C(\O)C1CCN(C(=O)OCC)CC1	5	9	0	-7	2.7	-2	1	10	3
CN1CCN(c2nc3c(c(=O)[nH]c(=O)n3C)n2Cc2ccccc2)CC1	10	9	-1	-8	0.4	-5	-2	-4	18
COc1ccccc1C1=NC(c2ccc(F)cc2)N=C1C (centres undefined)	27	27	-2	26	1.0	-1	-2	-3	17
CCOc1ccc(CN(C(=O)c2oc3cc(C)ccc3c2C)C2CCS(=O)(=O)C2)cc1 (centres undefined)	14	33	-5	9	7.9	0	5	6	18
COc1ccccc1C(=O)Oc1cc(N)n(S(=O)(=O)c2ccccc2)n1	26	40	1	29	1.6	-2	3	3	-14
CCOc1ccc2nc(N(CCN(C)C)C(=O)/C=C/c3cccs3)sc2c1	23	25	-3	24	18	-1	2	5	37
CCN1C(=O)c2cccc3c(NC(=O)c4ccc(S(=O)(=O)N(C)C)cc4)ccc1c23	29	17	-2	4	-1.1	4	0	7	6
Cc1cccc(NS(=O)(=O)c2ccc(C)c(NS(=O)(=O)c3cccs3)c2)c1	3	9	2	6	-0.9	1	-4	-12	7
Cc1ccc(NC(=O)c2cc(S(=O)(=O)N3CCCCC3)ccc2N2CCOCC2)cc1F	24	18	-3	11	2.3	1	-1	9	13
Cc1ncc(S(=O)(=O)c2ccccc2)c(-c2ccccc2)n1	9	14	-1	0	-10	-3	-3	1	0
CC[C@@]1(C(=O)OC)N[C@H](CN(C)S(=O)(=O)c2ccc(-c3ccccc3)cc2)[C@@H]2C(=O)N(Cc3ccccc3)C(=O)[C@@H]21	11	5	-4	18	-0.3	-3	3	2	4
Cc1nc2ccccn2c1/C(O)=C1\C(=O)C(=O)N(CCN(C)C)C1c1cccnc1 (centres undefined)	5	6	-1	2	-3.2	-1	-2	-2	-6
C#CCOCCOCCOCCNc1nc(N2CCN(C(=O)C([C@@H](C)CC)n3cc(C(N)COC(=O)C(F)(F)F)nn3)CC2)nc(N2CCN(C(=O)[C@H](CCCCN)n3cc(C(N)[C@H](C)CC)nn3)CC2)n1 (some centres undefined)	18	6	-1	8	/	1	1	3	7
O=C(Nc1nnc(C2CC2)s1)C1CCCCN1S(=O)(=O)c1ccccc1 (centres undefined)	28	6	-3	-4	-0.8	2	0	-7	6
COc1ccc(CNC(=O)CN(C(=O)c2cc3sccc3n2C)C2CCCC2)cc1	0	5	1	-3	-0.2	-1	-1	15	-4
CCCCNc1c(-c2ccc(OC)c(Sc3ccc(OC)cc3)c2)nc2ccc(Cl)cn12	30	12	-6	9	2.8	3	-17	11	20
CCNS(=O)(=O)c1ccc(CCC(=O)Nc2cc(Cl)ccc2Oc2ccccc2)cc1	25	28	-4	23	20	5	-25	-2	21
O=C(Nc1ccc(Cl)cc1)Nc1cnccn1	11	17	-1	14	53*	-2	-23	-4	27
Cc1cccc(NC(=O)COC(=O)CC2CCCC2)c1C	26	7	-5	7	1.4	7	-1	19	30

Arranged by count of non-hydrogen atoms (high to low): some entries from above
SMILES	tim23-1 inh	tim10-1 inh	beta cell repl	TIM10 inh	MPTP inh	APJ ag	NR3A LBD binder	APJ antag	NLRP3 yeast inh
CCOc1ccc(CN(C(=O)c2oc3cc(C)ccc3c2C)C2CCS(=O)(=O)C2)cc1 (centres undefined)	14	33	-5	9	7.9	0	5	6	18
CCN1C(=O)c2cccc3c(NC(=O)c4ccc(S(=O)(=O)N(C)C)cc4)ccc1c23	29	17	-2	4	-1.1	4	0	7	6
CN1CCN(c2nc3c(c(=O)[nH]c(=O)n3C)n2Cc2ccccc2)CC1	10	9	-1	-8	0.4	-5	-2	-4	18
Cc1cccc(NC(=O)COC(=O)CC2CCCC2)c1C	26	7	-5	7	1.4	7	-1	19	30

(further entries)
SMILES	tim23-1 inh	tim10-1 inh	beta cell repl	TIM10 inh	MPTP inh	APJ ag	NR3A LBD binder	APJ antag	NLRP3 yeast inh
O=C(NCC1CCCN(C(=O)c2cscn2)C1)c1ccccc1Cl (centres undefined)	-12	-4	-1	-8	-4.1	-4	-3	-3	17
O=C(CN1C(=O)C(=O)N(C2CCCC2)C1=O)Nc1ccc(OC(F)F)cc1	-5	5	-3	9	1.6	-1	2	-3	0
CCOC(=O)Cn1c(S(=O)(=O)Cc2ccccc2Cl)nc(-c2ccccc2)c1-c1ccccc1	38	31	-4	39	-0.6	-3	1	9	-4
CC(C)(C)C(=O)[C@@H]1[C@@H]2C(=O)N(C3CCCCC3)C(=O)[C@@H]2[C@H]2c3ccccc3C=CN12	26	40*	-6	26	-0.3	0	4	-1	-6
O=C(CSc1nnc(NC(=O)c2ccco2)s1)NC1CCCCC1	30	32	-3	7	-0.1	8	-1	-2	5
COc1ccc(C(=O)OCC(=O)NC2CCCC2)c(OC)c1	7	14	-2	-19	1.5	-2	0	-3	7
Cc1cccc(N2CCN(C(=O)Cc3ccc(-n4c(=O)[nH]c5ccsc5c4=O)cc3)CC2C)c1 (centres undefined)	8	15	0	8	-12	1	-2	-6	11

Screening results deposited in PubChem by Sanford-Burnham Center for Chemical Genomics.
